Compound activity deposited in PubChem by several laboratories.
Keap1-Nrf2 PPI = Keap1-Nrf2 (human) interaction inhibition. Q14145. Keap1 Kelch-Nrf2 peptide fluorescence polarization, 1536-well. inhibition, % at 9.4 µM. 340,000 tested, 0.15% active. AID 504523; in the data active means inhibition above about 12%;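 further: human Keap1 Kelch domain with fluorescein labeled Nrf2 9mer peptide probe; 0% = neutral control wells and 100% = peptide positive control; higher means more block of Keap1 binding to Nrf2 peptide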
RTF Ca sens inh = cardiac RTF calcium desensitization; P19429+P45379; IANBD-labeled cardiac RTF, Ca2+ fluorescence; inhibition, % at 7.15 µM; 340,000 tested, 0.12% active; AID 493244;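 active means inhibition above the mean inhibition of all tested compounds plus 3 SD, cut at about 17% in these data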;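 further: assay run at fixed EC70 calcium of 1.6 mM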
CAL PDZ FP-1 = inhibitors of human CAL PDZ peptide binding; Q9HD26; purified CAL PDZ, TMR-peptide fluorescence polarization, 1 h; 330,000 tested, 0.02% active; inhibition, % at 20 µM; AID 504414;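 active means highest replicate inhibition of at least 40%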;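 further: plate controls were DMSO neutral control wells for no effect and unlabeled competitor peptide control wells for full effect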
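System: purified tagged CAL PDZ domain construct (CerCALP). Schedule: 1 h incubation at room temperature before polarization reading. Medium: 25 mM sodium phosphate pH 7.4, 150 mM NaCl, TCEP, IgG, Thesit. Read-out: percent inhibition from loss of millipolarization. Measured by: FP readout, S and P plane fluorescence. Probe or stimulus: fluorescent TMR peptide probe.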
NSD2 HMT inh = inhibitors of human histone methyltransferase NSD2. inhibition, % at 12.5 µM. 310,000 tested, 0.54% active. O96028. NSD2 peptide methylation, AlphaScreen, 120 min; in the data active means inhibition above about 50%
Target sequence (O96028 whole entry, looked up): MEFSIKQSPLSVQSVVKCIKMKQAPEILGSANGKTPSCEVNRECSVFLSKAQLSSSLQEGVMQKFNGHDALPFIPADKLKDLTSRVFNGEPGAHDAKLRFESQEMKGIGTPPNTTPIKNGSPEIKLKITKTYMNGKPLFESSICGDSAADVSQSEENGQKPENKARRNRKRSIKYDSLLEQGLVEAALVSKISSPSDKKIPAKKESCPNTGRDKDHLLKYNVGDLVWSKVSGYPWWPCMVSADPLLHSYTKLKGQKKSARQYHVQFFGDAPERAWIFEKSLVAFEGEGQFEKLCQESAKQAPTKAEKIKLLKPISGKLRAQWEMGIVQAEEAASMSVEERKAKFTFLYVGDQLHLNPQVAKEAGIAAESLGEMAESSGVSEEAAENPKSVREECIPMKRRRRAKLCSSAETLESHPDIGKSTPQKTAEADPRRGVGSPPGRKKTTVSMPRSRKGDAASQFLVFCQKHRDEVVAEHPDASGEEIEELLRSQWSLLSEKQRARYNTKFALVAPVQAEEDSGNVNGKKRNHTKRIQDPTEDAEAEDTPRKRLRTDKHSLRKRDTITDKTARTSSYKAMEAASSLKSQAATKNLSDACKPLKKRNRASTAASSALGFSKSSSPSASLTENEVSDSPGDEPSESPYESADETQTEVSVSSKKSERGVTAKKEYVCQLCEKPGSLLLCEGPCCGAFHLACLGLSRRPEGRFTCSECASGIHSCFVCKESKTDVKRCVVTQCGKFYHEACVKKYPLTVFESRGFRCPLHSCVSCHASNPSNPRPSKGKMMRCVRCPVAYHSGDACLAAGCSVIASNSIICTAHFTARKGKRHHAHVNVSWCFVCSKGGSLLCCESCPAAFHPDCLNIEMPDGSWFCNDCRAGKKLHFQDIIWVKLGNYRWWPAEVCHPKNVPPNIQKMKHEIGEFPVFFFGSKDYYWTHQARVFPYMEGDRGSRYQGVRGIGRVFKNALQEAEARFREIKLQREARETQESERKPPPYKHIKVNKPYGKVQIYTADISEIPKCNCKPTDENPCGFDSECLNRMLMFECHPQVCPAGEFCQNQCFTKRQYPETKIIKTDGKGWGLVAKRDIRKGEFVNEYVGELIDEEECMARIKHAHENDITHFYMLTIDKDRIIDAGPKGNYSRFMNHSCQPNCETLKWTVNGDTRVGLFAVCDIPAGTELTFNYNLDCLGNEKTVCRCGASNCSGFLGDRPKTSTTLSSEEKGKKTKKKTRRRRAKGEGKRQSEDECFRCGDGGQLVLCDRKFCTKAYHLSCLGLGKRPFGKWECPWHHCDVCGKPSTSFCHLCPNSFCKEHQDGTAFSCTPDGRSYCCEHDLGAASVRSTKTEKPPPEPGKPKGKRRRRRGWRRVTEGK
Pemphigus Ab inh = blocks pemphigus antibody binding to human desmoglein-3; P32926; DSG3-coupled beads, scFv-anti-DSG3-GFP binding, flow cytometry; hits give low values; binding (percent of control), % at 10 µM; 310,000 tested, 0.48% active; AID 588358;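 active means binding more than 3 SD below its plate's average and above zero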;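 further: hits lower antibody fragment binding to DSG3; some compounds called inactive have numbers as strong as hits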
V-ATPase pH = yeast V-ATPase proton transport regulation by pHLuorin | 350,000 tested, 0.37% active | S. cerevisiae, pHLuorin cytosolic pH fluorescence | response, % at 10 µM; in the data active means response mostly above about 7.3%, no sharp cut-off; inactive means mostly below about 5.4%; further: actives read high; inactives centre near 0; some compounds called inactive have numbers as strong as hits; reference of the scale not given here
Arrestin-AP2 inh = blocks beta-arrestin peptide binding to AP2 adaptin; FITC-arrestin peptide / GST-AP2 beads, flow cytometry; AP2 beta2 appendage carries R879A mutation; inhibition, % at 10 µM; 340,000 tested, 0.31% active; AID 504490;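 active means inhibition above a set limit, near 3 SD of compounds lacking own fluorescence, cut at about 54% in these data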;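 further: plate controls were DMSO wells for no effect and 5 µM unlabelled arrestin peptide for full effect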
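System: GST-AP2 R879A glutathione beads. Medium: PBS with 0.05% Tween 20 and 0.1% BSA. Also added: FITC-arrestin peptide, 50 nM. Incubation: 12 min plus 1 h, RT. Measured by: high-throughput flow cytometry of beads, ex 488, em 535 nm. Evaluation: percent drop in bead-associated FITC signal.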
LANA DNA inh = KSHV C-LANA DNA binding inhibition; 340,000 tested, 0.078% active; AID 504423; inhibition, % at 9 µM; MBP-C-LANA/FAM-LBS DNA binding, fluorescence polarization;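 active means highest replicate inhibition at or above 60% at 9 µM, even if other replicates fall short; inactive means all replicates below 60% inhibition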;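 further: 0% = neutral control wells and 100% = 4 µM acridine orange control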
CAL PDZ FP-2 = inhibitors of human CAL PDZ peptide binding; purified CAL PDZ, TMR-peptide fluorescence polarization, 1 h; Q9HD26; 300,000 tested, 0.92% active; inhibition, % at 24.9 µM; AID 602252;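 active means mean inhibition of at least 30% with at least half of replicates also reaching 30%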;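 further: 0% = DMSO neutral control and 100% = excess unlabeled competitor peptide PRC23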
DAGLB inhibitor = blocks human DAGLB lipase activity; Q8NCG7; HEK293T DAGLB membrane lysate, EnzChek fluorogenic substrate; inhibition, % at 5.17 µM; 340,000 tested, 0.059% active; AID 504411; in the data active means inhibition above about 34%;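 further: 0% = enzyme with vehicle and 100% = wells lacking enzyme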
* hit, by the source's call; nt = not tested or not shown.

SMILES	Keap1-Nrf2 PPI	RTF Ca sens inh	CAL PDZ FP-1	NSD2 HMT inh	Pemphigus Ab inh	V-ATPase pH	Arrestin-AP2 inh	LANA DNA inh	CAL PDZ FP-2	DAGLB inhibitor
O=C(COC(=O)c1ccc[nH]c1=O)NCCCc1ccccc1	-2	-4	-1.5	-1	nt	-3	-11	-0.4	-2	0
CCOC(=O)n1cnc2nc(N)nc(SC)c21	-2	-4	-0.5	0	nt	-1	10	1.0	1	-2
CCn1ncc([N+](=O)[O-])c1C(=O)N1CCc2ccccc2C1	2	4	-1.7	-4	nt	-2	2	-0.1	-5	-1
CCN1CCN(C(=O)c2ccccc2NS(=O)(=O)c2ccc(Cl)cc2)CC1	-1	-2	-2.2	2	99	-1	5	-0.6	-2	0
COc1ccc(F)cc1S(=O)(=O)Nc1cccc(C(=O)O)c1	2	1	-2.6	-2	100	-3	13	2.2	-1	1
Cc1cc(Cl)ccc1NC(=O)CCC(=O)N/N=C/c1cccnc1	-3	-9	-1.1	-3	nt	2	1	1.1	-2	-1
CCOC(=O)N1CCC(NC(=O)C2CCN(S(=O)(=O)c3cnc[nH]3)CC2)CC1	-3	-1	-1.8	nt	102	-6	-7	0.2	-3	1
CCCCCCOc1ccc(OCC(O)CN2C(=O)NC(C)(C)C2=O)cc1 (stereo not given)	1	-9	-1.6	-3	85	3	23	-0.2	-1	2
O=C(COC(=O)/C=C/c1cccc(Br)c1)NCc1cccs1	-1	-2	0.3	-2	nt	3	16	1.9	5	-8
Cc1ccc(N2C(=O)N(CC(=O)c3cc(C)ccc3C)C(=O)C2C)cc1 (stereo not given)	-1	-9	0.4	-4	95	-1	0	1.7	-2	-16
Cc1[nH]c2ccc(Cl)cc2c(=O)c1CN1CCCC1	-7	-12	-1.5	0	105	-1	-1	-2.5	-3	1
CCC(C)[C@H](NC(=O)OC(C)(C)C)C(=O)NCC1CCC(C(=O)N[C@@H](Cc2ccccc2)C(=O)O)CC1 (stereo not given in full)	-2	-12	0.9	-3	94	-1	7	-1.1	2	0
Cc1nc(SCC(=O)N2CCCCC2)c2c(C)c(C)sc2n1	3	-9	-0.9	3	120	-1	14	-1.2	nt	-2
CSc1nc(=O)[nH]nc1Sc1ccccc1	nt	nt	nt	3	103	-1	nt	nt	nt	0
COc1ccccc1CNC(=O)Cn1cccc1	-3	1	-1.9	1	nt	6	3	-1.7	-3	4
Cc1ccc(C(O)c2nccn2C)o1 (stereo not given)	-4	-5	0.4	1	104	2	2	1.5	-3	-3
CN(C)CCCOC(=O)c1ccccc1	-1	-5	-0.3	2	104	-1	2	-0.5	-2	-1
CC(C)c1ccc(C(=O)NNC(=O)c2ccncc2)cc1	-5	12	-2.1	7	92	5	26	0.5	-4	-2
COc1ccc(NC(=O)c2ccc(N(C)S(C)(=O)=O)cc2)cc1OC	-4	-6	-0.3	-9	98	-4	0	-2.0	-3	-2
Cc1c(S(=O)(=O)Nc2ccc3c(c2)OCCO3)cnn1C	-2	2	-3.4	-1	95	2	36	0.1	11	-3
CC(=O)NC(CCS(C)(=O)=O)C(=O)Nc1cccc(Cl)c1Cl (stereo not given)	0	-7	0.3	nt	108	8	26	1.0	0	-2
O=C(Cc1c[nH]c2ccccc12)N/N=C/c1ccccc1O	-2	-3	-0.4	-7	98	5	9	-1.8	4	0
COc1cccc(NC(=O)CN(C)C(=O)c2cc(-c3ccccc3)nc3ccccc23)c1	nt	-22	-2.5	0	103	-3	39	nt	-2	-1
O=C(CCc1nc2sc3c(c2c(=O)[nH]1)CCCC3)NCCOc1ccccc1	-3	-9	0.4	37	108	1	5	1.5	-3	4
NC(=O)c1ccsc1NC(=O)C1CC1	-1	-5	-0.7	nt	100	3	5	0.4	-4	2
Cc1cc(C)c(C)c(S(=O)(=O)Nc2ccc(C(N)=O)cc2)c1C	-6	-4	-0.4	0	106	2	-10	0.3	3	3
COC(=O)CSc1n[nH]c(-c2ccncc2)n1	-3	-3	-0.8	-2	101	0	-6	-0.5	1	0
Cc1cc(C(=O)OCC(=O)NC2CCS(=O)(=O)C2)c(C)n1-c1ccccc1 (stereo not given)	0	-8	-3.6	5	nt	2	-7	0.9	nt	2
CCc1nc2ccccc2c(C(=O)OCC(=O)N(C)Cc2ccccc2)c1C	-5	-13	-3.9	-7	102	1	18	0.0	6	-13
O=[N+]([O-])c1ccc(-n2nnnc2CN2CCCCC2)cc1	-2	-7	0.6	-1	95	1	6	-1.8	-1	-2
O=c1[nH]c(CN2CCN(S(=O)(=O)c3cccs3)CC2)nc2c(Br)cc(Br)cc12	3	-2	-1.2	-1	95	0	-5	-2.2	1	0
CC(C)(C)n1nc2c(c1NC(=O)c1c(F)cccc1F)CS(=O)(=O)C2	2	0	-0.4	-2	99	1	-13	1.0	nt	-3
O=C(c1cnsn1)N1CCC(CO)(Cc2cccc(F)c2)CC1	4	10	-0.2	1	101	-2	1	0.2	1	-3
Cc1cccc(C(=O)O/N=C2/CC3CCC2(C)C3(C)C)c1 (stereo not given)	0	-6	-1.1	-2	98	1	3	-0.8	-1	-8
CN(CCc1ccccn1)C(=O)CCC1CCCN(C(=O)c2ccsc2)C1 (stereo not given)	0	-10	-1.2	2	101	1	-1	1.0	3	0
COc1ccc(N(C(=O)c2snc(C(N)=O)c2N)C(C(=O)NC2CCCC2)c2ccc(F)cc2)c(OC)c1 (stereo not given)	-1	-6	-2.1	1	110	-5	19	-0.8	-12	0
O=C(COC(=O)c1ccc(S(=O)(=O)NCc2ccco2)cc1)Nc1ccccc1OC(F)F	1	-5	-0.5	-1	98	10	2	-0.3	-5	2
COc1ccc(NC(=S)N2CCC(NC(=O)c3ccco3)CC2)cc1	4	-3	-2.2	27	106	0	6	-0.5	-3	-1
Cc1ccc(C2=NS(=O)(=O)N(C)C(C(=O)NC(C)c3ccccc3)=C2)cc1 (stereo not given)	-2	-10	-0.9	nt	104	-2	17	1.7	nt	-3
CCc1ccccc1NC(=S)N(CCCN1CCOCC1)Cc1ccccn1	-2	-17	-0.8	-1	99	5	5	1.3	-2	-1
CCOCCCNC(=S)Nc1ccc2nc3n(c(=O)c2c1)CCCCC3	1	13	-2.4	-3	103	-2	10	1.7	8	1
CCCN(CC(=O)Nc1ccc(F)c(F)c1F)C(=O)c1ccc(N2CCCC2=O)cc1	-3	2	-0.5	1	nt	1	3	0.2	-1	-3
O=[N+]([O-])c1cccc(/C=C/c2nc3ccc([N+](=O)[O-])cc3[nH]2)c1	-3	-6	0.9	3	125	-2	28	0.8	-3	-1
CC(=O)C1=C(O)C(=O)N(CCc2c[nH]c3ccccc23)C1c1ccco1 (stereo not given)	-3	-7	-0.7	61*	nt	3	-7	1.0	1	6
Cc1ccc(C)c(N(CC(=O)NCc2ccco2)C(=O)CCC(=O)Nc2ccccn2)c1	-6	-11	0.8	4	112	-1	-9	0.8	-1	0
COc1ccc(NC(=O)Cc2ccc(Cl)cc2Cl)cn1	1	-9	-3.4	2	98	-1	32	-0.9	1	-4
CN(c1nc2ccccc2[nH]c1=O)C1CCCCC1	-3	-11	-0.7	nt	98	-3	20	2.8	7	0
CC1(C)Cc2nc3[nH]c(=S)[nH]c(=O)c3cc2CO1	-3	2	-0.3	0	100	-1	18	0.6	-3	1
COC(=O)C1=C(C)NC(=S)N(C(C)=O)C1c1ccc(OC)c(OC)c1 (stereo not given)	-5	3	-2.2	-8	103	3	-12	1.4	1	1
O=C(Nc1ccc2c(c1)CCC2)c1ccccc1F	-3	6	-0.9	-2	101	-51	5	-1.2	0	-10

Reformatted: results already given
> COc1ccc(NC(=O)Cc2ccc(Cl)cc2Cl)cn1
  Keap1-Nrf2 PPI: 1 | RTF Ca sens inh: -9 | CAL PDZ FP-1: -3.4 | NSD2 HMT inh: 2 | Pemphigus Ab inh: 98 | V-ATPase pH: -1 | Arrestin-AP2 inh: 32 | LANA DNA inh: -0.9 | CAL PDZ FP-2: 1 | DAGLB inhibitor: -4

> CN(c1nc2ccccc2[nH]c1=O)C1CCCCC1
  Keap1-Nrf2 PPI: -3 | RTF Ca sens inh: -11 | CAL PDZ FP-1: -0.7 | NSD2 HMT inh: nt | Pemphigus Ab inh: 98 | V-ATPase pH: -3 | Arrestin-AP2 inh: 20 | LANA DNA inh: 2.8 | CAL PDZ FP-2: 7 | DAGLB inhibitor: 0

> CC1(C)Cc2nc3[nH]c(=S)[nH]c(=O)c3cc2CO1
  Keap1-Nrf2 PPI: -3 | RTF Ca sens inh: 2 | CAL PDZ FP-1: -0.3 | NSD2 HMT inh: 0 | Pemphigus Ab inh: 100 | V-ATPase pH: -1 | Arrestin-AP2 inh: 18 | LANA DNA inh: 0.6 | CAL PDZ FP-2: -3 | DAGLB inhibitor: 1

> COC(=O)C1=C(C)NC(=S)N(C(C)=O)C1c1ccc(OC)c(OC)c1 (stereo not given)
  Keap1-Nrf2 PPI: -5 | RTF Ca sens inh: 3 | CAL PDZ FP-1: -2.2 | NSD2 HMT inh: -8 | Pemphigus Ab inh: 103 | V-ATPase pH: 3 | Arrestin-AP2 inh: -12 | LANA DNA inh: 1.4 | CAL PDZ FP-2: 1 | DAGLB inhibitor: 1

Remaining list, next part
SMILES	Keap1-Nrf2 PPI	RTF Ca sens inh	CAL PDZ FP-1	NSD2 HMT inh	Pemphigus Ab inh	V-ATPase pH	Arrestin-AP2 inh	LANA DNA inh	CAL PDZ FP-2	DAGLB inhibitor
O=C(COC(=O)CCS(=O)(=O)c1ccc(Cl)cc1)NC1CCCCC1	2	11	-0.3	1	90	1	2	1.6	-2	-2
Cc1cc(C(=O)NC2CCCc3c2cnn3-c2ccc(C)c(C)c2)nc(C)n1 (stereo not given)	-2	-1	-2.6	10	108	2	1	0.9	-4	-4
Cc1ccc(C(=O)/C=C/c2ccc3c(c2)OCO3)o1	-2	5	-2.0	nt	80	-6	13	1.8	-2	0
COc1cccc(N(CC(=O)NCCSc2ccccc2)S(C)(=O)=O)c1	-2	-2	-0.2	0	101	1	-1	1.7	0	-1
Cc1ccc(CNc2cnn(C34CC5CC(CC(C5)C3)C4)c(=O)c2Cl)cc1	1	-3	-1.7	-5	103	1	22	2.1	-3	0
N#Cc1c(NC(=O)COC(=O)c2ccc(F)cc2)sc2c1CCC2	3	-10	-1.4	0	104	3	10	-1.8	-2	-8
Cc1cccc(N2CCN(C(=O)Cc3ccc(-n4c(=O)[nH]c5ccsc5c4=O)cc3)CC2)c1C	4	-1	-0.7	1	96	3	2	-0.4	1	2

A portion of the library (hit frequency here may not be typical).
